Compound activity (PubChem BioAssay)
GLP-1R inv ag: inverse agonists of human GLP-1 receptor; P43220; HEK293 GLP-1R CRE-luciferase, luminescence, 24 h; GLP-1R form is constitutively active; Potency, µM (top dose mostly 38.3 µM), inactives show at the top dose activity change, negative = inhibition, actives largely listed as inhibitors; 410,000 tested, 1.6% active; AID 624417; note: potency is the fitted concentration of half-maximal effect; % is set by controls: 0 for no effect and ±100 for the full control effect; nearly all actives have a fitted effect of over 55% in size
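Inverse agonists were sought by their lowering of basal cAMP reporter luciferase output in HEK293 cells stably carrying constitutively active human GLP-1R, after 24 h compound treatment.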
PI5P4Ka inh: blocks human PI5P4K alpha kinase activity; P48426; PI5P4Kalpha enzyme, ADP-Glo luminescence, 60 min; hits give low values; max response, %; 330,000 tested, 1.2% active; active = max response of -50% or lower; inconclusive = between -30% and -50%; inactive = -30% or higher; note: value at the top dose of about 77 µM; % is set by controls: 0 for no effect and ±100 for the full control effect
Target sequence (P48426 whole entry, looked up): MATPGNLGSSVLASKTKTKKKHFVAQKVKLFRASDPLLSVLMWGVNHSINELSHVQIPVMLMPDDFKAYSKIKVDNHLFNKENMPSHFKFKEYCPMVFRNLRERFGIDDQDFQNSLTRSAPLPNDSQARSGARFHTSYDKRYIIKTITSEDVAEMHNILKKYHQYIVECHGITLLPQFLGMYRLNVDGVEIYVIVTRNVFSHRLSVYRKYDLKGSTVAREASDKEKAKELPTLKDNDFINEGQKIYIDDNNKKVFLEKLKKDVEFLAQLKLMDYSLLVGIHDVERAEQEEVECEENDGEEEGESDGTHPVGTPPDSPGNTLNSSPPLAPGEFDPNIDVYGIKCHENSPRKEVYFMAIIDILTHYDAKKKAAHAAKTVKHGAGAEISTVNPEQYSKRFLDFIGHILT
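Luminescence from ADP-Glo served as readout of PI5P4Kalpha activity in a qHTS format. Reaction: enzyme, substrate, compound, ATP at 5 microM final, 60 min at RT.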
EPAC1 antag: blocks human EPAC1 exchange factor | O95398 | EPAC1 GEF assay, Rap1b-BODIPY-GDP exchange fluorescence | Potency, µM (top dose mostly 115 µM), without a hit: top-dose activity change, negative = inhibition, usual class: inhibitors | 360,000 tested, 0.14% active | AID 720709;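 note: potency is the fitted concentration of half-maximal effect; plate controls were vehicle for no effect and positive control for full effect; nearly all actives have a fitted effect of over 50% in size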
EPAC1 agonist: EPAC1 (human) agonism; O95398; EPAC1 agonist qHTS, biochemical assay; response scale: 100% = response to 6.5 mM cAMP; Potency, µM (series often up to 154 µM), for the others: at the top dose activation, usual class: activators; 360,000 tested, 0.073% active; note: potency is the fitted concentration of half-maximal effect; nearly all actives have a fitted effect of over 60% in size
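Fluorescent GDP-exchange assay: 100 nM EPAC1 with 250 nM Rap1B preloaded with BODIPY-GDP and 50 uM GDP; compounds tested as concentration series, 5 min at room temperature, then read every 5 min for 30 min (ex 480/em 540 nm); normalized to 6.5 mM cAMP.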
GLP-1R agonist: agonists of human GLP-1 receptor | P43220 | HEK293 GLP-1R CRE-luciferase, luminescence, 4-6 h; cells express a hypersensitive GLP-1R form | Potency, µM (titrated, usually from 45.6 µM), for the others: at the highest dose activation, most hits filed as activators | 380,000 tested, 0.007% active; note: potency is the fitted concentration of half-maximal effect; % of control where 0% means no effect
PLK1 PBD inh: PLK1 (human) polo-box domain binding inhibition; Potency, µM, inactives show max response, negative = inhibition, most hits filed as inhibitors; Plk1 PBD binding of FITC phosphopeptide, fluorescence polarization; 360,000 tested, 2.8% active; note: potency is the fitted concentration of half-maximal effect; series mostly up to about 57 µM; % is set by controls: 0 for no effect and ±100 for the full control effect; nearly all actives have a fitted effect of over 65% in size
Target sequence (P53350 whole entry, looked up, the tested form may be a part): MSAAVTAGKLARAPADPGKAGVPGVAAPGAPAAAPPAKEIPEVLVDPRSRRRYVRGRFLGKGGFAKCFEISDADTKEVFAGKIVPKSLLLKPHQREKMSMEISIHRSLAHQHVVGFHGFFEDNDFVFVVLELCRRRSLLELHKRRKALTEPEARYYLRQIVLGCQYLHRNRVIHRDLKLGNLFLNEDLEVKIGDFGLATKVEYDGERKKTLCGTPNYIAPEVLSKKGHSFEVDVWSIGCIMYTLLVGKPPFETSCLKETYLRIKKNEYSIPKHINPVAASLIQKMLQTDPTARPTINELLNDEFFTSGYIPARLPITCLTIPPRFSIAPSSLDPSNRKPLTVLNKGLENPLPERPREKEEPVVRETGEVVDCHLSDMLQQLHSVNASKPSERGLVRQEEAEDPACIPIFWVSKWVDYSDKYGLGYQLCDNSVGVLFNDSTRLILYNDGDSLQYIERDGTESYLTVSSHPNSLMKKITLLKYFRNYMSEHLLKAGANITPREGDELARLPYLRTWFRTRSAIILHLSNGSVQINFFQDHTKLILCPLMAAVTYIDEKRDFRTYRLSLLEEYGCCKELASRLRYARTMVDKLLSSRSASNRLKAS
IL2 activator: IL-2 activation. activation, % (series mostly up to about 46 µM). AID 652025. 360,000 tested, 0.065% active. IL-2 activation reporter assay, cell-based qHTS; stimulated with anti-CD3/CD4/CD28 beads; in transgenic mouse T cells; in the data active = activation above about 50%; inconclusive = mostly about 30% to 49%; note: 0% is about no effect
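Readout is EGFP and DsRed signal by fluorescent plate cytometry after 18 h at 37 degrees C. Transgenic mouse T cells (750/well) received compound for 60 min before bead stimulation (anti-CD3, anti-CD4, anti-CD28); memory T cells served as non-tolerant control.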
HEK293 tox: cytotoxicity counter-screen for GLP-1 receptor inverse agonists; HEK293 cAMP-luciferase reporter cells, luminescence, 24 h; Potency, µM (highest dose often 38.3 µM), without a hit: at the top dose activity change, negative = inhibition, most hits filed as inhibitors; 410,000 tested, 0.13% active;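 note: loss of luciferase light is scored as toxicity; potency is the fitted concentration of half-maximal effect; % is set by controls: 0 for no effect and ±100 for the full control effect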
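Cells in DMEM/10% Nu serum/1% pen-strep, 1536-well format. Pre-incubated 12 h, dosed with 23 nL compound, incubated a further 24 h. Luciferase detection, 12 min at room temp, luminescence.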
PTHR1 ag: activates the human parathyroid hormone receptor PTHR1 | HEK293 GP2 PTHR1 cells, GloSensor cAMP luminescence, 1 h | 410,000 tested, 0.075% active | Q03431 | AID 743266 | Potency, µM (top dose mostly 115 µM), for the others: at the highest dose activation, actives largely listed as activators; note: potency is the fitted concentration of half-maximal effect; nearly all actives have a fitted effect of over 55% in size; some results filed as inactive show a strong effect at the top dose; inactives centre near -15; many of its hits are not listed in these tables
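HEK-293-derived GP2 cells expressing PTHR1 and a GloSensor cAMP reporter, 3,000/well, plated overnight, given luciferin plus IBMX (each 0.5 mM as added) for 1 h at 37 °C, then compound for 1 h at 37 °C. Luminescence was read after 15 min at room temperature.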
Numbers without * were called inactive; i = inactive; ? = inconclusive; · = no result given; [ ] = another dose, or the depositor's remark. Unless noted, calls come from the whole dose curve; as a rule, active = well fitted curve in the direction sought with a large enough effect; inconclusive = small, poorly fitted or top-dose-only effect, or another doubt; inactive = no such curve, though single readings can be large; an effect the other way counts as inactive or inconclusive. Some of the compounds tested; rates above refer to the full screens.

SMILES	GLP-1R inv ag	PI5P4Ka inh	EPAC1 antag	EPAC1 agonist	GLP-1R agonist	PLK1 PBD inh	IL2 activator	HEK293 tox	PTHR1 ag
Cc1cc([N+](=O)[O-])cnc1Sc1nccn1C	11%	-3	-8%	-8%	-1%	-4%	-1.6	18%	-7%
COc1ccc(-c2nnc(Nc3nc4c(OC)cccc4s3)o2)c(OC)c1	-32%	·	0%	11%	-1%	-18%	-1.1	?	29%
C/C(=N/NC(=O)c1ccc(Br)s1)c1cccnc1	65%[activator]	-8	-13%	14%	12%	-6%	-1.4	-19%	i
Cc1cc(NC(=S)Nc2cccc3ccccc23)n[nH]1	-11%	6	1%	7%	6%	-26%	0.2	-3%	-18%
Cc1cc(OCC(=O)NC2CC2)c2c(C)c(C)c(=O)oc2c1	6%	-5	-22%	-14%	3%	-1%	-0.3	-24%	-24%
Cc1occc1C(=O)N/N=C/c1ccccn1	-18%	-10	-1%	-7%	-2%	-1%	0.3	-11%	-19%
CN1Cc2cccc3c2C(Cc2ccccc2S3)C1 (stereo not given)	?	15	-4%	4%	17%	7%	-0.1	-5%	i
CCc1nc(OCc2ccco2)c2sc3nc4c(cc3c2n1)COC(C)(C)C4	?	-19	2%	4%	2%	-13%	-4.9	-1%	-25%
Cc1cccc(CN(Nc2ccccc2)c2ccccc2)n1	10µM*	5	1%	-6%	-4%	-4%	3.0	-6%	-3%
COc1ccc(-c2oc3ncn4nc(-c5cccc(C)c5)nc4c3c2-c2ccc(OC)cc2)cc1	9%	·	·	·	5%	·	·	0%	i
COc1ccc(OC)c(/C=C/C(=O)N2CCCc3ccccc32)c1	?	6	-14%	7%	26%	-4%	0.0	3%	-15%
CCN(CC)C(=O)Oc1ccc(Br)c2ccccc12	?	33	-17%	-6%	8%	0%	0.2	-3%	-13%
COc1cc(CCC(=O)OCC(=O)Nc2ccc(Br)cc2F)cc(OC)c1OC	3%	0	-13%	-5%	6%	-6%	-0.4	-7%	i
CCOc1ccccc1NC(=O)COC(=O)c1cc[n+]([O-])cc1	10%	6	-1%	11%	3%	-6%	-0.1	2%	-5%
O=C(NCc1ccc(Cl)s1)C1CCC(=O)N(CCc2cccc(F)c2)C1 (stereo not given)	-16%	10	5%	7%	-2%	-2%	-3.4	8%	-15%
O=C(Nc1cccnc1)c1ccc2ccccc2c1O	3%	-4	-2%	-1%	1%	-25%	0.1	3%	-30%
CC(C)CC(=O)CN1C(=O)C2(OCCO2)c2ccccc21	0%	9	5%	-2%	-1%	-3%	0.4	-12%	i
O=C(CCn1c(=O)c2ccccc2n(CC(=O)N2CCN(c3ccccc3)CC2)c1=O)NCc1ccco1	-4%	-19	-17%	4%	9%	-5%	5.4	?	i
N/C(=N\OS(=O)(=O)c1cccc([N+](=O)[O-])c1)c1ccncc1	14%	-3	-2%	-3%	0%	-7%	-4.6	0%	i
CC(=O)c1ccc(NS(=O)(=O)Cc2ccccc2)cc1	0%	·	-5%	-6%	19%	-1%	1.3	-5%	i
Cn1c(-c2ccc(C=O)s2)nc2ccccc21	-12%	-7	7%	-4%	-9%	-2%	0.8	-10%	-3%[57.5 µM]
O=C(N/N=C/c1sc(N2CCOCC2)nc1-c1ccccc1)c1ccccc1Cl	11%	8	-24%	3%	3%	?	1.0	5%	i
CCc1ccc(-c2nc(SCC(=O)NC3CC3)n[nH]2)cc1	-5%	6	14%	10%	19%	-1%	-2.2	8%	-19%
CN1CCN(C(c2cccc(C(F)(F)F)c2)c2nnnn2Cc2ccccc2)CC1 (stereo not given)	-3%	·	9%	-3%	13%	-2%	-1.7	0%	8%
COc1ccc(CCNC(=O)Cn2cnc3c(nnn3Cc3ccccc3F)c2=O)cc1OC	7%	·	-3%	7%	4%	-2%	-0.6	-29%	-8%[57.5 µM]
CCCOc1ccc(F)cc1-c1cc(C(=O)NCc2ccc(F)cc2)[nH]n1	?	4	-13%	5%	7%	-12%	-0.7	3%	i
Cc1cc(NC(=O)CSCC(=O)NCc2cccc(C(F)(F)F)c2)no1	-8%	-4	12%	-2%	-3%	-2%	-3.2	2%	-28%
COc1ccc(N2C(=O)c3ccccc3NC23CCCCC3)cc1	2%	·	7%	-1%	-3%	-5%	-0.7	-18%	-17%[57.5 µM]
COc1ccc(NS(=O)(=O)c2ccc(Cl)c(NC(=O)c3cccnc3Cl)c2)cc1	-12%	0	-4%	4%	-3%	-12%	1.9	-1%	i
CC(=O)Nc1ccc(S(=O)(=O)N2CCN(C(=O)c3ncoc3-c3cccc(C)c3)CC2)cc1	8%	3	-7%	10%	21%	-4%	1.5	-4%	-13%
COc1cccc(OC)c1C(=O)Nc1sc2c(c1C(N)=O)CCN(Cc1ccccc1)C2	-13%	11	-15%	?	9%	2%	-0.9	2%	-54%[inhibitor]
O=C(Nc1ccc2c(c1)OCCO2)C(c1ccnc2ccccc12)n1c(=O)c(-c2ccco2)nc2ccccc21 (stereo not given)	4%	?	-5%	9%	·	-16%	0.4	-16%	i
COc1cc2c(cc1OC)-c1nnc(-c3cccs3)n1C(C)(C)C2	10%	-3	-10%	6%	-4%	-12%	-2.0	11%	-50%[inhibitor]
Cc1c(Cl)cccc1NC(=O)CC1Sc2ccccc2NC1=O (stereo not given)	-3%	0	-2%	2%	-2%	-3%	-1.8	-36%	i
CC(C)(C)NCc1cc2ccccc2[nH]c1=O	21%	-2	11%	0%	0%	-3%	0.0	-5%	16%[57.5 µM]
Cc1ccc(C)c(NC(=O)CN(C)C(=O)c2ccncc2)c1	1%	-1	25%	-8%	-4%	0%	-1.7	-1%	i
Cc1ccc(S(=O)(=O)NCC(=O)OCC(=O)N(CCC#N)c2ccccc2)cc1	5%	-8	12%	3%	11%	1%	-5.3	-1%	-7%
Cc1sc2nc(SCc3nc4ccccc4[nH]3)n(Cc3ccco3)c(=O)c2c1C	14%	7	3%	16%	4%	1%	0.3	6%	i
N#Cc1c(N)n(CCOC(=O)c2cccc([N+](=O)[O-])c2)c2nc3ccccc3nc12	1%	-4	-2%	-5%	1%	-5%	2.7	457%[activator]	-30%[inhibitor]
CCOc1ccccc1C(=O)OCC(=O)NCC1CCCO1 (stereo not given)	2%	-10	2%	13%	12%	-10%	-4.3	30%	-24%
CC(=O)Nc1ccc(NC(=O)CSCCc2ccccn2)cc1	10%	·	-1%	-2%	0%	-7%	-0.8	3%	i
CC1CCCCC1NC(=O)NC(=O)CCl (stereo not given)	?	0	9%	-12%	2%	-9%	-0.5	-16%	-45%[inhibitor]
Cc1ccccc1C(=O)Nc1ccc(S(=O)(=O)NCC2CCCO2)cc1 (stereo not given)	7%	-1	2%	14%	18%	-1%	-0.8	-10%	-18%
COc1ccc(CCNC(=O)C2CC(O)CN2S(=O)(=O)c2ccc(Cl)cc2)cc1OC (stereo not given)	9%	10	-14%	-5%	-1%	-15%	0.3	3%	i
Cn1c(N2CCCC2)nc2c1c(=O)n(Cc1ccc(F)cc1)c(=O)n2C	0%	1	14%	6%	2%	-13%	-2.6	-15%	i

Three entries already listed, sorted by the value under PI5P4Ka inh, highest first:
Molecule,GLP-1R inv ag,PI5P4Ka inh,EPAC1 antag,GLP-1R agonist,PLK1 PBD inh,PTHR1 ag
COc1cccc(OC)c1C(=O)Nc1sc2c(c1C(N)=O)CCN(Cc1ccccc1)C2,-13%,11,-15%,9%,2%,-54%[inhibitor]
Cc1c(Cl)cccc1NC(=O)CC1Sc2ccccc2NC1=O (stereo not given),-3%,0,-2%,-2%,-3%,i
CC(C)(C)NCc1cc2ccccc2[nH]c1=O,21%,-2,11%,0%,-3%,16%[57.5 µM]

Remaining list, next part
SMILES	GLP-1R inv ag	PI5P4Ka inh	EPAC1 antag	EPAC1 agonist	GLP-1R agonist	PLK1 PBD inh	IL2 activator	HEK293 tox	PTHR1 ag
Cc1nc2c(C(=O)NCc3ccccc3)c[nH]n2c(=O)c1Cl	8%	·	-4%	-4%	13%	?	-1.3	-4%	-6%[57.5 µM]
COCCCNC(=O)Cn1nnc(-c2ccccc2NC(=O)c2ccccc2F)n1	-5%	·	7%	4%	3%	0%	-0.1	?	-1%
C=CCCC(=O)N1C[C@H]2CCN(C)[C@H]2C[C@H]1c1ccc(Br)cc1	3%	-3	10%	10%	4%	-12%	0.2	6%	-15%
NC(N)=N/N=C/c1ccccc1Cl	?	1	5%	1%	-1%	?	0.4	2%	-25%
CC1(C(=O)NS(=O)(=O)c2ccc(C#N)cc2)CCN1C(=O)Cc1ccsc1 (stereo not given)	-4%	1	-9%	19%	-6%	-14%	0.0	-3%	-4%
CN(CC(=O)Nc1cccc(F)c1)CC(=O)Nc1cc(S(=O)(=O)N2CCOCC2)ccc1Cl	?	0	-9%	9%	9%	-6%	0.0	-1%	-33%[inhibitor]
COc1ccc(CNc2cccnc2Cl)cc1	15%	-2	9%	10%	?	-11%	0.1	2%	-5%
O=C(NNC(=S)Nc1ccc(Cl)cc1Cl)C1CC1	-3%	-1	3%	0%	0%	-29%	-0.4	1%	-21%
Cc1ccc2c(c1)N(Cc1ccncc1)C(=O)C(C)O2 (stereo not given)	9%	0	-5%	1%	1%	4%	0.2	-10%	-3%
Nc1nc(-c2ccc3c(c2)OCCO3)cs1	29%	0	9%	2%	19%	-3%	-0.4	-11%	i
CC(=O)C(=Cc1ccc(-c2ccccc2)cc1)C(=O)c1ccccc1	?	-1	-20%	19%	-25%	-15%	-1.0	?	-50%[inhibitor]
COc1ccc(-c2[nH]ncc2CN2CCCC(C(=O)c3cccc(OC)c3)C2)cc1 (stereo not given)	?	0	3%	6%	9%	-4%	-0.1	7%	i
CCc1c(C)nc2ncnn2c1N1CCC(C(=O)Nc2ccccc2)CC1	-5%	·	7%	-10%	-8%	-7%	-2.3	-3%	-6%[57.5 µM]
CCOc1cccc2cc(-c3nnc(NCc4ccco4)s3)c(=O)oc12	34%[activator]	?	?	-4%	13%	-13%	-2.0	241%[activator]	-60%[inhibitor][57.5 µM]
